# Bioassay records (PubChem)
# Autophagy mod: autophagy modulators in MEF cells, primary screen, imaging, high-content, MEF GFP-LC3; MEF GFP-LC3 puncta imaging; test concentration mostly 10 µM; calls only at 10 µM (by protocol); 0.98% of 190,000 active; AID 463193, 2010;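 active = percentage of spot-positive cells more than 3 SD above its plate mean, without a fluorescence outlier flag or 80% toxicity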;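 note: spot-positive cell cutoff set from DMSO-treated cells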
# T cell HTS: modulators of CD8 T cell-vesicle binding, primary screen, mouse 2C CD8+ T cells, flow cytometry; 0.068% of 330,000 active; AID 2052, 2009; 2C CD8+ T cell-vesicle binding; hits give low values; calls only at 7 µM;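 active = response, share of CD8 T cells binding vesicles, and their 90th percentile fluorescence all below set limits, cut at about 80% in these data, passing the limit was not always enough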
#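 Material: 2C TCR transgenic mouse naive CD8+ T cells, MACS-purified. Also added: QL9-charged Drosophila Ld/ICAM-1/B7-1 vesicles. Timing: binding 1.5 h at 37 °C. Measured by: high-throughput flow cytometry with anti-B7-1 and anti-CD8 staining. Read-out: percent CD8+ FL2 mean versus row control. Controls: Unloaded micro-vesicles (low), QL9 vesicles with 0.7% DMSO (high).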
# MT stabilize HCS: microtubule stabilizers in HeLa cells, primary screen, imaging, high-content imaging; HeLa tubulin immunostaining HCS, 24 h; share of cells brighter than vehicle mean+2SD; % tubulin-high responders, % at 10 µM; 0.83% of 200,000 active; AID 2205, 2009;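 active = plate Z-score above 3 for both tubulin-high and condensed-nucleus cell shares, with cell loss under 80%, at 10 µM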;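 note: anti alpha tubulin signal scored within the nucleus-defined area of each cell; some results filed as inactive read as strong as hits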
# bCat nuc transl: modulators of beta-catenin nuclear translocation, primary screen, imaging, HeLa cells, immunofluorescence, high-content; nuclear translocation activity, % at 5 µM; 0.3% of 190,000 active;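 active = nuclear translocation activity above 50% at 5 µM, with a well cell count of 50 or more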;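 note: per-cell ratio of nuclear to cytoplasmic median beta-catenin stain intensity; plate controls were DMSO negative control for no effect and GSK-3 inhibitor IX positive control for full effect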
#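 Signal – beta-catenin immunofluorescence imaging with DAPI · Test system – human HeLa cell line · Dosing – 5 µM primary single dose, 0.1% DMSO, 0.02–20 µM confirmation series · Measure – % activation, nuclear-to-cytoplasmic median beta-catenin signal ratio per cell · Incubation – 24 h compound exposure at 37°C, 5% CO2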
# TNAP activators: human TNAP enzyme activators, primary screen, biochemical, luminescent, no phosphate acceptor, uHTS (AID 1001); Alkaline phosphatase, tissue-nonspecific isozyme (Homo sapiens); purified TNAP, luminescent activation assay, no phosphate acceptor; higher activation fold means a stronger effect; one-dose activation fold at 20 µM; EC50 in µM for titrated hits; 0.03% of 200,000 active; in the data active = activation fold from about 3, or a potency from the dose series; inactive = the rest, 99 in 100 with activation fold below about 1.6; note: many of its hits are not listed in these tables
# PMI inhibitors: inhibitors of human PMI, primary screen, biochemical, fluorescence intensity, coupled assay (AID 1209); Mannose-6-phosphate isomerase (Homo sapiens); purified PMI enzyme, coupled fluorescence intensity; higher % means a stronger effect; inhibition, % at 20 µM; hits with a dose series show IC50 in µM; 0.42% of 190,000 active;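 note: plate controls were DMSO vehicle for no effect and wells lacking substrate for full effect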
# Hep lipid drop: inhibitors of hepatocyte lipid droplet formation, primary screen, imaging, high-throughput imaging, BODIPY stain. 0.4% of 240,000 active. AML12 mouse hepatocytes, oleate lipid droplets. inhibition, % at 6.5 µM;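 active = lipid droplet intensity inhibited by at least 50%, with more than 500 cells counted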
#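 System: AML12 hepatocytes (mouse). Probe or stimulus: oleic acid at 100 µM to induce lipid droplet formation. Times: overnight treatment with compound plus oleate. Detection: Image-based BODIPY and DAPI two-channel analysis. Evaluation: percent inhibition of filter-corrected integrated lipid droplet intensity per well.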
# human PMI inhibitors: human PMI inhibitors, high substrate, primary screen, biochemical, fluorescence intensity, high mannose 6-phosphate (AID 1220); Mannose-6-phosphate isomerase (Homo sapiens); recombinant PMI enzyme, coupled fluorescence intensity; higher % means a stronger effect; inhibition, % at 20 µM; hits with a dose series show IC50 in µM; 0.66% of 190,000 active
# Insulin prom up: insulin promoter activators in MIN6 cells, imaging, high-content screening, mouse beta cells; 0.3% of 190,000 active; z-score at 5 µM; AID 1625, 2009; MIN6 insulin promoter-GFP reporter; hits give high values;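 active = z-score above 3 at 5 µM with at least 500 cells counted in the well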
# Insulin prom up cell count: second read-out of Insulin prom up, no call of its own (marks repeat the call); cell count; measured here: cytotoxicity, nuclei count;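 total cells summed across four imaged fields per well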
# Hep lipid drop cells 6.5 µM: second read-out of Hep lipid drop, no call of its own (marks repeat the call); cell count; measured here: cell count, cytotoxicity flag;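 cells counted across two imaged fields per well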
# bCat nuc transl cell count 5 µM: further read-out of bCat nuc transl, marked with its call; cell count; measured here: cell count, cytotoxicity flag
# T cell HTS vesicle-bound %: further read-out of T cell HTS, marked with its call; double positive events, %; measured here: CD8+ vesicle-bound cell fraction;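 binding gate set so that unloaded-vesicle control wells show 10% double positive cells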
# MT stabilize HCS Hoechst-high %: also measured in MT stabilize HCS; calls as there; % Hoechst-high responders; measured here: nuclear condensation Hoechst responders;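 share of cells brighter than vehicle mean plus two SD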
# MT stabilize HCS cytotoxicity %: also measured in MT stabilize HCS; calls as there; toxicity, %; measured here: cytotoxicity by cell density;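 0% = mean cell density of plate MIN control wells and 100% = no cells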
# Autophagy mod cell loss 18 h: also measured in Autophagy mod; calls as there; toxicity, %; measured here: cell loss, nuclei count;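 cell loss after 18 h compound exposure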
# An asterisk follows results filed as active; i = inactive; · = not tested or not shown. Cut-off read from the data, not from the text of the source, unless noted: active = inhibition above about 50%; inactive = the rest. A portion of the library. The share of hits here may be higher or lower than overall.
SMILES,Autophagy mod,Autophagy mod cell loss 18 h,T cell HTS,T cell HTS vesicle-bound %,MT stabilize HCS,MT stabilize HCS Hoechst-high %,MT stabilize HCS cytotoxicity %,bCat nuc transl,bCat nuc transl cell count 5 µM,TNAP activators,PMI inhibitors,Hep lipid drop,Hep lipid drop cells 6.5 µM,human PMI inhibitors,Insulin prom up,Insulin prom up cell count
CN1CC[C@]2(c3cccc(O)c3)Cc3nc4ccccc4cc3C[C@H]2C1,·,·,·,·,·,·,·,-1.2,1113,1,-8%,-11,703,-12%,0.61,1346
Cc1cc(NC(=O)CCl)on1,i,-18,i,46,1.6,2.4,1.6,2.0,1029,1.1,-19%,-2,707,1%,0.32,1003
COc1cccc(C2(O)CCSCC2CN(C)C)c1 (stereo not given),i,4,i,36,5.7,1.8,1.4,-3.9,571,1.1,-11%,13,697,-1%,0.97,1330
O=C(c1cccc(Cl)c1)C1CCCN(Cc2ccon2)C1 (stereo not given),i,-9,i,26,1.7,1.8,6.9,-1.7,927,1.1,7%,-23,632,5%,·,·
c1ccc2c(CCNCc3ccc4c(c3)OCO4)c[nH]c2c1,i,-13,i,18,4.3,1.7,4.4,-2.1,1013,1.1,-2%,10,766,0%,·,·
CCOP(=O)(OCC)C(c1ccccc1)N(C)C=O (stereo not given),i,-4,i,58,1.6,1.5,6.5,0.9,1295,1,2%,·,·,2%,-0.09,1464
CCN(CCNc1ccc([N+](=O)[O-])c2cccnc12)S(=O)(=O)c1ccccc1,i,5,i,61,6.6,2.8,11,-1.4,1070,1.1,16%,-35,598,8%,0.6,1470
Cc1ccccc1-n1c(/C=C/c2ccccn2)nc2ccccc2c1=O,·,·,i,50,·,·,·,-1.9,1343,·,·,2,727,·,-0.54,940
COc1ccc(C(CNC(=O)Cc2ccc(Cl)c(Cl)c2)N(C)C)cc1 (stereo not given),i,-3,i,28,1.2,1.9,16,1.3,1103,1.1,-3%,5,697,0%,0.32,1484
c1ccc2c(c1)Sc1ccccc1N2CC1CN2CCC1CC2 (stereo not given),·,·,i,37,·,·,·,-3.2,1193,·,·,38,716,·,-0.09,1035
COc1cc(OC)c(OC)cc1CNC(C)C(O)c1ccccc1 (stereo not given),i,-9,i,25,3.5,1.6,6.7,-2.0,1120,1.1,9%,·,·,8%,-0.84,1251
CSc1nnc([C@@H](N)Cc2c[nH]c3ccccc23)o1,i,12,i,34,3.7,2.3,0.5,0.4,1127,1.1,-9%,-4,714,5%,-0.07,1281

# Reprinted from the part before: 6 compounds; new compounds follow.
SMILES,Autophagy mod,Autophagy mod cell loss 18 h,T cell HTS,T cell HTS vesicle-bound %,MT stabilize HCS,MT stabilize HCS Hoechst-high %,MT stabilize HCS cytotoxicity %,bCat nuc transl,bCat nuc transl cell count 5 µM,TNAP activators,PMI inhibitors,Hep lipid drop,Hep lipid drop cells 6.5 µM,human PMI inhibitors,Insulin prom up,Insulin prom up cell count
CCN(CCNc1ccc([N+](=O)[O-])c2cccnc12)S(=O)(=O)c1ccccc1,i,5,i,61,6.6,2.8,11,-1.4,1070,1.1,16%,-35,598,8%,0.6,1470
Cc1ccccc1-n1c(/C=C/c2ccccn2)nc2ccccc2c1=O,·,·,i,50,·,·,·,-1.9,1343,·,·,2,727,·,-0.54,940
COc1ccc(C(CNC(=O)Cc2ccc(Cl)c(Cl)c2)N(C)C)cc1 (stereo not given),i,-3,i,28,1.2,1.9,16,1.3,1103,1.1,-3%,5,697,0%,0.32,1484
c1ccc2c(c1)Sc1ccccc1N2CC1CN2CCC1CC2 (stereo not given),·,·,i,37,·,·,·,-3.2,1193,·,·,38,716,·,-0.09,1035
COc1cc(OC)c(OC)cc1CNC(C)C(O)c1ccccc1 (stereo not given),i,-9,i,25,3.5,1.6,6.7,-2.0,1120,1.1,9%,·,·,8%,-0.84,1251
CSc1nnc([C@@H](N)Cc2c[nH]c3ccccc23)o1,i,12,i,34,3.7,2.3,0.5,0.4,1127,1.1,-9%,-4,714,5%,-0.07,1281
Cc1ccc(OCC(=O)NCCN2CCN(C(=O)COc3ccc(C)cc3)CC2)cc1,i,0,i,55,2.2,2.1,13,·,·,1,-8%,1,706,-8%,0.45,1151
CCCCn1c(O)c(/C=C/C=Nc2ccccc2)c(=O)[nH]c1=O,i,-14,i,42,5.3,1.9,10,-0.2,1158,1,-5%,21,679,-15%,-0.1,1466
O=C1C2CCN(CC2)C1Cc1ccc(OCc2ccccc2)cc1 (stereo not given),i,-3,i,39,4.4,3.4,6.5,-5.6,1034,1.1,3%,-5,580,2%,0.41,1653
Fc1ccc(CNCCc2ccccc2)cc1,i,-2,i,12,2.3,1.2,6.3,-1.3,1069,1,-3%,-12,671,-5%,-0.07,1382
COc1ccccc1N1CCN(Cc2ccc(Cl)cc2Cl)CC1,i,2,i,14,1.3,0.8,0.9,·,·,1.1,12%,-4,758,7%,-0.15,819
COc1ccccc1OCCCn1cc(C=O)c2ccccc21,i,-2,i,43,3.9,2.0,13,1.6,924,1.1,8%,0,700,-1%,0.77,1467
CC(O)(CS(=O)(=O)c1cccc(C(F)(F)F)c1)C(=O)Nc1cccc(C(F)(F)F)c1 (stereo not given),i,1,i,25,0.2,1.7,7.8,·,·,1,17%,·,·,10%,·,·
Cc1ccc(NC(=O)CN2C(=O)CN=C(c3ccccc3)c3cc(Cl)ccc32)cc1,i,-1,i,41,2.8,3.3,6.0,·,·,0.9,13%,·,·,10%,2.9,832
C[C@]12CC[C@@H](O)C[C@@H]1CC[C@@H]1[C@@H]2CC[C@]2(C)[C@@H](O)CC[C@@H]12,i,26,i,68,2.8,2.3,4.2,·,·,1.1,-3%,·,·,-1%,·,·
CCCCc1nc2ccccc2c(=O)n1-c1ccccc1O,i,-4,i,48,5.2,3.2,4.6,-0.8,1261,1,11%,·,·,10%,-0.01,1482
O=C(c1sc2ccccc2c1Cl)N1CCC2(CC1)OCCO2,i,-1,i,51,2.9,2.1,56,-0.2,1016,1.1,6%,15,629,6%,0.04,1345
CC(C)OP(=O)(OC(C)C)C(O)c1cccnc1 (stereo not given),i,4,i,48,1.7,2.0,5.1,-1.0,515,1,-18%,-11,630,-17%,0.7,1352
Cc1nn(Cc2ccccc2)c(Cl)c1C(=O)OCC(=O)NCC1CCCO1 (stereo not given),i,0,i,35,1.4,1.4,6.9,5.8,946,1,5%,-17,698,6%,-0.11,1332
CC1CCC(C(=O)NC(C(=O)N2CCC3(CC2)OCCO3)C(C)C)CC1 (stereo not given),i,-2,i,48,1.7,1.9,6.6,·,·,1.1,10%,0,740,7%,0.72,1144
CC(C)(C)n1cc(C(=O)c2ccc3ccccc3c2O)cn1,i,-2,i,66,3.5,2.4,2.5,-0.1,1076,1,-4%,-4,693,25%,-0.66,1298
COc1ccc(C(=O)C2CCCN(Cc3ccsc3)C2)cc1OC (stereo not given),i,-3,i,50,1.5,0.6,1.6,2.3,1053,1,1%,1,650,0%,0.03,1404
C=Cn1ccnc1P(=S)(c1cc(N(CC)CC)ns1)c1nccn1C=C,i,26,i,7,4.6,3.3,3.1,·,·,1,-14%,·,·,-15%,-0.61,1188
CCCCC1(CCCC)C(=O)NC(=Nc2cccc(C)c2)NC1=O,i,0,i,12,4.2,2.1,1.3,1.3,1369,0.9,-4%,·,·,-7%,0,1307
O=C1NCN(c2ccccc2)C12CCNCC2,i,0,i,13,1.2,1.2,12,2.8,1177,1,5%,·,·,6%,-1.2,1244
CC(=NCCN(C)C)c1c(O)n(Cc2ccccc2)c(=O)[nH]c1=O,·,·,i,29,·,·,·,-1.1,1362,·,·,-14,647,·,-1.4,1471
CCOc1ccccc1-n1c(O)c(C=Nc2c(C)n(C)n(-c3ccccc3)c2=O)c(=O)[nH]c1=O,i,6,i,38,3.5,4.3,10.0,-7.4,962,1,4%,·,·,12%,0.35,1188
O=c1[nH]c(O)c(N=Nc2cc(C(F)(F)F)ccc2Cl)c(=O)[nH]1,i,-3,i,0,4.0,2.2,3.3,-0.4,1083,1.4,-3%,5,659,-2%,0.07,1347
Cc1nc2ccc(Cl)cn2c1P(=S)(N1CCOCC1)N1CCOCC1,i,16,i,31,4.0,2.2,10,-0.9,1022,1.1,2%,·,·,4%,0.67,1280
COc1ccc(CCNC(=O)COC(=O)Cc2ccccc2)cc1,i,-1,i,31,4.2,1.9,6.4,2.0,983,1.1,12%,17,716,3%,-0.23,1385
CCc1nnc(NC(=O)CCc2nc(C3=CCN(C)CC3)no2)s1,i,32,i,3,3.6,2.2,6.4,-10,974,1.1,-15%,·,·,1%,0.29,1419
Cc1cc(C)c(-n2c(O)c(/C=N/N3CCCCC3c3cccnc3)c(=O)[nH]c2=O)c(C)c1 (stereo not given),i,1,i,48,2.5,2.1,1.9,0.6,1058,1,16%,-5,633,8%,-0.06,1483
CCn1cc(/C=c2/sc3n(c2=O)C2c4ccccc4OC(C)(N=3)C2C(=O)OC)c(C)n1 (stereo not given),i,-4,i,5,2.1,3.0,7.9,·,·,1.1,-4%,7,722,2%,-1.5,1236
O=C1N(c2nncs2)CCN1[N+](=O)[O-],·,·,i,49,·,·,·,-4.7,1170,·,·,-4,641,·,0.3,1492
